BAZ2B block = inhibitors of human BAZ2B bromodomain. AlphaScreen BAZ2B-H3K14Ac peptide displacement. Potency, µM (titrated, usually from 114 µM), for the others: at the top dose activity change, negative = inhibition, usual class: inhibitors. 4.4% of 360,000 active. AID 504333; note: % is set by controls: 0 for no effect and ±100 for the full control effect; nearly all actives have a fitted effect of over 60% in size
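Compounds, titrated to a top concentration of 110 uM, were incubated 30 min at room temperature with preformed BAZ2B/acetyl-K14 H3 peptide complex (50 nM each). Proximity signal was measured by AlphaScreen after 20 min with beads.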
G9a inh = G9a (human) methyltransferase inhibition; Q96KQ7; Potency, µM (doses to about 102 µM), for inactives: at the top dose activity, negative = inhibition, usual class: inhibitors; G9a H3K9 monomethylation, AlphaScreen, 2 h; 8.8% of 350,000 active; note: % is set by controls: 0 for no effect and ±100 for the full control effect; nearly all actives have a fitted effect of over 75% in size
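Readings reflect AlphaScreen signal from monomethyl-H3K9 antibody detection. HMT at 20 nM; substrate b-H3K9 500 nM; cofactor SAM 20 uM; 2 h RT reaction; compounds tested as titrations in qHTS with 15 min preincubation.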
POLB inh = inhibitors of human DNA polymerase beta; Pol beta primer extension/strand displacement, fluorescence kinetic; Potency, µM (highest dose often 114 µM), for inactives: at the highest dose activity change, negative = inhibition, usual class: inhibitors; 1.3% of 340,000 active; AID 485314; note: % is set by controls: 0 for no effect and ±100 for the full control effect
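Pol beta (10 nM) and compounds were preincubated 15 min at room temperature, then 50 nM substrate (final) started primer extension/strand displacement. Reads were taken at 0 and 10 min; concentration-response data were fitted to a four-parameter Hill equation.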
BLM inh = Bloom syndrome helicase (human) inhibition | P54132 | recombinant BLM DNA unwinding, fluorescence dequenching | 0.2% of 350,000 active | Potency, µM (series often up to 56.1 µM), for the others: at the highest dose activity change, negative = inhibition, most hits filed as inhibitors;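 note: plate controls were vehicle for no effect and no enzyme for full effect; nearly all actives have a fitted effect of over 35% in size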
JMJD2A Tudor inh = JMJD2A Tudor domain (human) inhibition; O75164; AlphaScreen JMJD2A-Tudor / H3K4me3 peptide binding; Potency, µM (series often up to 114 µM), without a hit: at the top dose activity change, negative = inhibition, most hits filed as inhibitors; 4.4% of 390,000 active; AID 504339; note: % is set by controls: 0 for no effect and ±100 for the full control effect; nearly all actives have a fitted effect of over 50% in size
POLK inh = DNA polymerase kappa (human) inhibition; Potency, µM (doses to about 107 µM), inactives show top-dose activity, negative = inhibition, actives largely listed as inhibitors; 0.53% of 400,000 active; Q9UBT6; purified Pol kappa, fluorescent DNA synthesis assay, 10 min; note: % is set by controls: 0 for no effect and ±100 for the full control effect
Target sequence (Q9UBT6 whole entry, looked up): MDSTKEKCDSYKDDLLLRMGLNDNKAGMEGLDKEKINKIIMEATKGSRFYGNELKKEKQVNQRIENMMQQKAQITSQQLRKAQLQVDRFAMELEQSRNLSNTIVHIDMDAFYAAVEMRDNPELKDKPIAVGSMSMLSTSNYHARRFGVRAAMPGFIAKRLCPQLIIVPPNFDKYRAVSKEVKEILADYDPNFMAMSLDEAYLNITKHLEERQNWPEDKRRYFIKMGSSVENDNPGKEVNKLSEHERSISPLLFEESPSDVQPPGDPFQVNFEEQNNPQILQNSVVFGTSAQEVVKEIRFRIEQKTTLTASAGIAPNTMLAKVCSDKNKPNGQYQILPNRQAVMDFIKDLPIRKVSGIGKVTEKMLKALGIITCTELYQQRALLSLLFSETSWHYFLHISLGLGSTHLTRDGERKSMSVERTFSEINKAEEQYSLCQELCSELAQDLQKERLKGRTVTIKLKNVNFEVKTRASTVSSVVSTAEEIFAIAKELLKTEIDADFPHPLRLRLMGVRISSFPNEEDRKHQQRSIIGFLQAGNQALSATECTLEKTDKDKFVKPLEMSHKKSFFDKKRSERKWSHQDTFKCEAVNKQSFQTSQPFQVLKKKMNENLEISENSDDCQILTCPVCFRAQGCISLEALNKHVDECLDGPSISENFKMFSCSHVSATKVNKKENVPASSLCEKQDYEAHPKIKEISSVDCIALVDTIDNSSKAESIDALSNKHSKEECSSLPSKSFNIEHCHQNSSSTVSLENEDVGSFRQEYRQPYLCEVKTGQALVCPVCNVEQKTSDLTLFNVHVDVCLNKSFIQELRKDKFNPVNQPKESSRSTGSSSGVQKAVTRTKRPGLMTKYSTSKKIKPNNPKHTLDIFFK
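10 nM Pol kappa preincubated 15 min at room temperature with compounds, then reaction started with substrate at 50 nM final. Fluorescence read kinetically at 0 and 10 min; buffer-only wells served as negative control.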
Pol iota inh = blocks human DNA polymerase iota activity; Q9UNA4; Pol iota fluorescent replication assay, 10 min; Potency, µM (titrated, usually from 115 µM), without a hit: top-dose activity, negative = inhibition, usual class: inhibitors; 1% of 390,000 active
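Pol iota at 10 nM preincubated 15 min with compounds at room temperature; reaction started with fluorescent substrate, 50 nM final. Fluorescence read kinetically at 0 and 10 min; buffer-only wells as negative control.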
POLH inh = DNA polymerase eta (human) inhibition; Q9Y253; recombinant Pol eta, fluorescent DNA replication assay; Potency, µM (titrated, usually from 114 µM), without a hit: top-dose activity change, negative = inhibition, usual class: inhibitors; 1.2% of 390,000 active; note: % is set by controls: 0 for no effect and ±100 for the full control effect
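Pol eta at 10 nM preincubated with compounds 15 min at room temperature; reaction started with fluorescent substrate (50 nM final) and read kinetically at 0 and 10 min.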
APEX1 inh = blocks human APE1 abasic DNA cleavage; P27695; recombinant APE1, TAMRA/BHQ-2 abasic DNA cleavage fluorescence; Potency, µM (top dose mostly 65.8 µM), for the others: at the highest dose activity change, negative = inhibition, most hits filed as inhibitors; 0.35% of 350,000 active;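 note: plate controls were vehicle for no effect and reference inhibitor for full effect; nearly all actives have a fitted effect of over 55% in size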
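Activity was derived from the fluorescence gain between first and third kinetic reads (60 s intervals, ex 525/em 598 nm) after 50 nM THF-abasic TAMRA/BHQ-2 duplex was added to 0.75 nM APE1 preincubated 15 min with compound.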
Active calls of the source: *; u = inconclusive; x = no result given; & = joins results of further samples; [ ] = remark or other dose. Calls come from the whole dose curve; as a rule, active = well fitted curve in the direction sought with a large enough effect; inconclusive = small, poorly fitted or top-dose-only effect, or another doubt; inactive = no such curve, though single readings can be large; an effect the other way counts as inactive or inconclusive. Potency is the fitted concentration of half-maximal effect.

SMILES	BAZ2B block	G9a inh	POLB inh	BLM inh	JMJD2A Tudor inh	POLK inh	Pol iota inh	POLH inh	APEX1 inh
ON(Cc1c(F)cccc1Cl)Cc1c(F)cccc1Cl	-3%	x	28%	-4%	-15%	-9%	9%	4%	-8%
CC(C)NC(=O)Cn1cc(C#N)c2cc(Br)ccc21	5%	-35%[12.7 µM]	34%	-6%	-7%	-5%	11%	1%	-7%
CCOc1cccc(NC(=O)Cn2nc(-c3ccc4c(c3)OCCO4)ccc2=O)c1	-1%	0%[59 µM]	11%	1%	-8%	1%	11%	-1%	-6%
O=C(NCc1ccco1)c1ccc2c(c1)N(Cc1ccccc1)C(=O)CS2=O (stereo unspecified)	6%	10%[59 µM]	-1%	3%	-10%	-14%	-8%	-13%	-4%
COc1cccc(CNC(=O)c2ccc(NC(=O)N3CCCCc4ccccc43)cc2)c1OC	-3%	15%[59 µM]	-22%	-1%	2%	-15%	-15%	-6%	x
Cc1ccc(CNC(=O)Cn2ccn(-c3cc(C)cc(C)c3)c(=O)c2=O)cc1	-3%	u	-21%	-5%	-17%	-14%	43%[activator]	-7%	x
Cc1cc(NC(=O)COC(=O)CNC(=O)c2cccs2)c([N+](=O)[O-])cc1C	-8%	2%[0.501 µM]	x	x	-29%	-11%	19%	-2%	-1%
Cc1ccc(OCCN2CCN(C(=O)CCC(=O)Nc3nnc(CC(C)C)s3)CC2)cc1	-10%	x	9%	-3%	-8%	-1%	56%[activator]	-18%	-1%
O=C(NCc1ccc2c(c1)OCO2)C1CCCN1C(=O)Nc1cccc(F)c1 (stereo unspecified)	-3%	-4%[59 µM]	0%	3%	-10%	1%	-9%	6%	5%
Cc1cccc(NC(=O)CSc2nc3ccc(NC(=O)COc4ccc(Cl)cc4)cc3s2)c1	-14%	-25%[59 µM]	11%	-4%	-16%	-10%	26%	-6%	x
COc1cccc(CN(C)C(=O)c2cc(-c3ccc(OC)c(OC)c3)nc3ccccc23)c1	-9%	x	27%	-10%	-10%	-8%	6%	-8%	4%
CC(C)Cn1c(=O)c2c(nc3n2CC(C)CN3Cc2ccccc2)n(C)c1=O (stereo unspecified)	u	u	88%	-2%	-31%	11%	13%	-11%	10%
CN(C(=O)c1ccc(NC(=O)C2CCCN(C(=O)OC(C)(C)C)C2)cc1)C1CCC1 (stereo unspecified)	x	x	x	x	-26%	-2%	u	2%	20%
CC(C)(C)OC(=O)N1CCC(c2c(C(=O)NCCN3CCc4ccccc4C3)cnn2-c2ccc(F)cc2F)CC1	-16%[57.1 µM]	u	1%	-2%	-32%	-3%	-7%	-22%	x
COc1cc(C(=O)OCC(=O)Nc2ccc3c(c2)OC(F)(F)O3)ccc1OCc1c(C)noc1C	-5%	-1%[59 µM]	9%	-10%	-18%	-10%	3%	-7%	-9%
O=C(CSc1nncc2ccccc12)Nc1ccc(C(=O)O)cc1	u	x	16%	-4%	-8%	-20%	u	4%	-12%
CCn1c(COc2ccccc2OC)nnc1SCC#N	-5%	7%[2.33 µM]	-16%	-4%	-10%	0%	14%	-21%	1%
CCCn1nc(C(=O)OCc2nc(N)nc(Nc3ccccc3C)n2)c2ccccc2c1=O	u	-4%[12.7 µM]	x	x	-34%	-12%	16%	-19%	-14%
O=c1ncn(-c2ccccc2F)c2ncccc12	7%[57.1 µM]	33%[activator]	14%	-3%	-13%	-12%	41%[activator]	-1%	-1%
CCOC(=O)c1sc(NC(=O)CCC(=O)O)nc1C	1%	-5%	-16%	-2%	-11%	-9%	11%	-15%	2%
O=C(NCCCN1CCOCC1)c1cc2c(s1)-c1ccccc1OC2	12%	-8%	16%	-13%	-11%	-4%	-26%	5%	-10%
CN(C)S(=O)(=O)N1CCN(c2ccc(Cl)cc2)CC1	-18%	7%[59 µM]	7%	-3%	-9%	-10%	6%	-8%	-4%
Cc1cnc(C(=O)OCC(=O)Nc2ccc(Oc3ccccc3)cc2)cn1	13%	-9%[12.7 µM]	-1%	-7%	-13%	-5%	-1%	1%	16%
COCC(=O)N(Cc1ccccc1)c1ccccn1	1%	14%[12.7 µM]	-13%	-1%	-7%	1%	14%	-11%	3%
O=C(COC(=O)CN1C(=O)c2ccccc2C1=O)NC1CCCCC1	-20%	-1%	8%	-4%	-3%	-2%	23%	-18%	72%[activator]
COc1ccc(C(=O)NCCS(=O)(=O)N2CCc3ccccc3C2)c(OC)c1	9%	1%[0.501 µM]	x	x	-10%	0%	37%[activator]	-21%	15%
Cc1cc(NC(=O)CN2C(=O)c3ccccc3S2(=O)=O)no1	-16%	25µM*	3%	-3%	-13%	-13%	83%[activator]	-9%	55%[activator]
CCOC(=O)c1ccccc1NC(=O)C1CC(=O)N(c2ccccc2)C1 (stereo unspecified)	1%	x	6%	0%	-12%	-17%	21%	-13%	4%
CCOc1cccc2cc(C(=O)Oc3ccc(OC)cc3)c(=O)oc12	-25%	20µM*	-9%	-4%	-29%	-7%	139%[activator]	-11%	43%
Cc1cccc(NC(=O)COn2nnc3ccc(S(C)(=O)=O)cc32)c1	2%	5%	33%	1%	-7%	-7%	134%[activator]	-10%	u

Shown bar-delimited: 3 of the compounds above.
smiles | BAZ2B block | G9a inh | POLB inh | BLM inh | JMJD2A Tudor inh | POLK inh | Pol iota inh | POLH inh | APEX1 inh
CCCn1nc(C(=O)OCc2nc(N)nc(Nc3ccccc3C)n2)c2ccccc2c1=O | u | -4%[12.7 µM] | x | x | -34% | -12% | 16% | -19% | -14%
O=c1ncn(-c2ccccc2F)c2ncccc12 | 7%[57.1 µM] | 33%[activator] | 14% | -3% | -13% | -12% | 41%[activator] | -1% | -1%
CCOC(=O)c1sc(NC(=O)CCC(=O)O)nc1C | 1% | -5% | -16% | -2% | -11% | -9% | 11% | -15% | 2%

Continuation.
SMILES	BAZ2B block	G9a inh	POLB inh	BLM inh	JMJD2A Tudor inh	POLK inh	Pol iota inh	POLH inh	APEX1 inh
CCOc1ccccc1N1CCN(C(=O)Nc2cccc(Cl)c2)CC1	-26%	-18%[59 µM]	-1%	-12%	-21%	-3%	10%	-16%	-6%
CCOC(=O)C1Oc2ccccc2C(C(=O)OC)=C1C(=O)OC (stereo unspecified)	x	u	x	-1%[75.6 µM]	-5%	15%&-14%	14%	-15%	-9%&10%
CC1CC(C)CN(C2CCCCC2NS(=O)(=O)c2ccc(Cl)cc2)C1 (stereo unspecified)	-2%	24%	35%	-5%	-8%	-3%	-4%	8%	-3%
COc1ccc(Nc2c3c(nc4ccccc24)CCC3)c(OC)c1	0%	1%[2.33 µM]	0%	4%	-13%	4%	165%[activator]	-16%	7%
Cc1ccc(S(=O)(=O)N2CCCCC2)cc1C(=O)OC(C)C(=O)NC1CCCCC1C (stereo unspecified)	4%	-26%	x	x	-14%	-28%	-7%	-13%	-9%
Cc1ccc(-c2nnc(Nc3ccccc3)c3ccccc23)cc1S(=O)(=O)NCc1nc2ccccc2[nH]1	-12%	50%[59 µM]	-6%	-6%	-13%	-5%	10%	-26%	x
COc1ccccc1-c1nccc(N2CCN(C)CC2)n1	x	6%[0.501 µM]	x	-12%	x	-1%[60.1 µM]	x	x	-1%
N#CCOC(=O)c1sccc1-n1cccc1	-6%	5%[59 µM]	4%	1%	-8%	-17%	-14%	-16%	0%
CC(C)(C)CC(=O)Nc1cccc(-c2cn3cccnc3n2)c1	-10%	-44%	7%	0%	-9%	-2%	13%	0%	-2%
CCCCn1c(N)c(N(CCOC)C(=O)C(C)Oc2ccc(Cl)cc2)c(=O)[nH]c1=O (stereo unspecified)	-3%	u	x	x	-12%	0%	3%	-6%	4%
COc1ccc(C2CC(c3cccs3)=NN2C(=O)CSC2=NN3CCCC(=O)N=C3S2)cc1 (stereo unspecified)	0%	5%[59 µM]	-4%	-6%	-12%	-20%	u	u	-4%
CCOc1ccc(C(=O)NCCc2cnc[nH]2)cc1	2%	16%	1%	3%	-15%	4%	18%	-24%	8%
Cc1ccc2oc(-c3cccc(NC(=O)c4sc5c([N+](=O)[O-])cccc5c4Cl)c3)nc2c1	-13%	-4%[59 µM]	10%	-4%	-5%	-2%	-10%	2%	x
CCc1ccc(NC(=O)CSc2nnc(C3CC3)n2CC2CCCO2)cc1 (stereo unspecified)	0%	19%	3%	-1%	-7%	-4%	180%[activator]	-16%	24%
Cc1sc(NC(=O)/C=C/c2ccc(C(C)C)cc2)c(C#N)c1C	7%	-2%	23%	0%	-2%	0%	4%	5%	-3%
Cc1cc(C)cc(NS(=O)(=O)CCCS(=O)(=O)Nc2cc(C)cc(C)c2)c1	x	x	x	x	-17%	-8%	5%	-28%	x
CCNc1nc(NC(C)C)nc(OCCOC(=O)c2ccccc2)n1	8%	15%[59 µM]	-1%	1%	-4%	-18%	12%	-6%	3%
CCOc1cc(S(=O)(=O)NCc2ccccn2)ccc1Cl	-3%	9%[59 µM]	2%	3%	-18%	-8%	4%	1%	0%
Nc1c(C(=O)Nc2ccc(Cl)cc2F)sc2nc(-c3cccs3)ccc12	0%	-9%[59 µM]	16%	-6%	-6%	-13%	4%	-15%	x
S=C(NCCc1ccccc1)N/N=C/C1CCCCC1	-26%	45%	-11%	-6%	x	x	x	x	1%
O=C(c1cnn(-c2ccc(F)cc2)c1-n1cccc1)N1CCN(c2ccccc2)CC1	-6%	u	29%	-1%	-13%	-7%	21%	-9%	x
Cc1ccc(C)c(OCCC(=O)OCC(=O)N2c3ccccc3NC(=O)C2(C)C)c1	u	u	x	x	-23%	-16%	u	-11%	13%
Cc1cccc(-c2nc3c(c(SCC(=O)N4CCOCC4)n2)COC(C)(C)C3)c1	-21%	19%	2%	0%	-5%	18%	-7%	-9%	51%
CC12CCC(C(=O)Nc3c(Cl)cccc3Cl)(C(Br)C1=O)C2(C)C (stereo unspecified)	21%	30%	16%	-1%	-10%	4%	9%	-9%	-5%
O=C(N/N=C/C=C\c1ccccc1[N+](=O)[O-])c1ccccn1	0%	u	-28%	1%	-18%	3%	65%[activator]	-10%	-6%
O=C1CCC/C(=N\NC(=O)NC2CCCCC2)C1	-24%	u	1%	-7%	-15%	-15%	105%[activator]	-9%	-5%

Structures listed so far with a COOH group:
SMILES	BAZ2B block	G9a inh	POLB inh	BLM inh	JMJD2A Tudor inh	POLK inh	Pol iota inh	POLH inh	APEX1 inh
O=C(CSc1nncc2ccccc12)Nc1ccc(C(=O)O)cc1	u	x	16%	-4%	-8%	-20%	u	4%	-12%
CCOC(=O)c1sc(NC(=O)CCC(=O)O)nc1C	1%	-5%	-16%	-2%	-11%	-9%	11%	-15%	2%

Bioassay records from PubChem.

An excerpt; count on the stated rates, not on these rows.
